# 12-LOX inh: ALOX12 (human) lipoxygenase inhibition; purified 12hLO, xylenol orange hydroperoxide absorbance; Potency, µM (titrated, usually from 108 µM), inactives show at the top dose activity change, negative = inhibition, hits mostly inhibitors; 580,000 tested, 1.1% active; AID 1671190; active = well fitted inhibition curve with a large enough effect; inconclusive = small, poorly fitted or top-dose-only effect, or another doubt; inactive = no such curve, though single readings can be large or run the other way
# Target sequence (P18054 whole entry, looked up): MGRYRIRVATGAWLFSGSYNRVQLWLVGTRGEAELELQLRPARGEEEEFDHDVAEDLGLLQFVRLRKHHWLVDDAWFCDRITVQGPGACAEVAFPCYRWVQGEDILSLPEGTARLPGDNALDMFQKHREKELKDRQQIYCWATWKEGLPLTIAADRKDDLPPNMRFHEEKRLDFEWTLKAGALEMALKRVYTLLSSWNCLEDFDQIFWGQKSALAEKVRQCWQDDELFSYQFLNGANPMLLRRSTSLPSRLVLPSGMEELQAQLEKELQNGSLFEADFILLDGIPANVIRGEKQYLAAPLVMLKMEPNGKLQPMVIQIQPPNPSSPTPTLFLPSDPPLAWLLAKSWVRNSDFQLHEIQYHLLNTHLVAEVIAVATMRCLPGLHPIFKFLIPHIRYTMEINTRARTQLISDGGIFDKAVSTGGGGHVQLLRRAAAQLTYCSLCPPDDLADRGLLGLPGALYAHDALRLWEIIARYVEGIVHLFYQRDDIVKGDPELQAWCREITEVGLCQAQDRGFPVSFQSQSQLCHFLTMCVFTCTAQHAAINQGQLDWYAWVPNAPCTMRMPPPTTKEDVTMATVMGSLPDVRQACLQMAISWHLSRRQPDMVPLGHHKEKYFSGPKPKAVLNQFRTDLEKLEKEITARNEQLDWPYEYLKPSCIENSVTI
#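 Purified human 12hLO at 150 nM in 25 mM Hepes, 0.01% Triton X-100, pH 7.0, preincubated 15 min at room temperature with compound. Reaction started with 40 uM arachidonic acid, 30 min at room temperature. Hydroperoxide measured by Fe-xylenol orange, 573/405 nm absorbance ratio.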
# Starred values were filed as active, the others as inactive; ? = inconclusive; & = joins results of further samples; [ ] = remark or other dose. % is scaled to controls: 0 for no effect and ±100 for the full control effect; potency is read from the fitted curve at half-maximal effect. Some of the compounds tested; count on the stated rates, not on these rows.
SMILES,12-LOX inh
Cc1ccc(F)c(OCC(=O)c2ccc3c(c2)N(CCCC(=O)NC2CC2)C(=O)CO3)c1,20.0%
Cc1cnc(C2CCC2)n1C1CCCN(C(=O)CCCc2ccccc2)C1 (centres undefined),30.5%[activator]
CCn1c(-c2ccccc2F)nc2cc(C(=O)NCC3CCOCC3)cc(NC(C)=O)c21,10.1%
COc1nccc(N2CCC(CC(=O)NCc3cccs3)CC2)n1,28.2%
COc1cc(NC(=O)CC2CCOCC2)cc(OC)c1,25.2%
C=CCN(Cc1ccc(F)cc1)Cc1ccccc1OCC(N)=O,45.3%[activator]
Cc1cc(C)c2[nH]c(CN3CCC(N)C3)cc(=O)c2c1 (centres undefined),?
COc1ccccc1N1CCN(C(=O)Cn2cccc2-c2nc(-c3ccccc3)no2)CC1,39.7%[activator]
CC[C@H]1CN(C(=O)NC2CCCCC2)CC[C@H]1CC(=O)Nc1nccs1,1.9%[176 µM]
Cc1ccc(NC(=O)C2CCN(C(=O)N3CC4CC(C3)[C@H]3CCCC(=O)N3C4)CC2)cc1 (some centres undefined),10.8%
CCC(CC)C(=O)NC[C@H]1O[C@@H](CC(=O)N2CCC(C)CC2)[C@H](O)[C@@H]1O,7.0%[176 µM]
COc1ccc(CNC(=O)C[C@@H]2C[C@H]3O[C@H](CNCc4cnccc4C(F)(F)F)[C@@H](O)[C@H]3O2)cc1,5.9%
Cc1cc(CN2CCC3(CC2)CN(c2ccncn2)CC3CO)n(C)n1 (centres undefined),70.5%[activator]
COC(=O)c1cccc(NC(=S)N[C@@H]2C=C[C@@H](c3c(C)nn(-c4ccccc4[N+](=O)[O-])c3C)C2)c1,?
COc1ccc(Cl)cc1-c1ccc2c(c1)COCC(=O)N2C,1.4%
COc1ccc(C2Cn3nnc(-c4noc(-c5ccc[nH]5)n4)c3CO2)cc1 (centres undefined),-8.7%
Cc1cnc(CNCC2(O)CNCCOC2)cn1 (centres undefined),124.2%[activator]
COc1ccc(-c2cc(C[C@H]3CNCC[C@H]3CC(=O)NCc3cccs3)no2)cc1,?
C[C@@H]1CN(c2ccc(C#N)cn2)C[C@@]1(O)C1CC1,35.9%[activator]
O=C(N[C@H]1CCN2C(=O)c3cc(-c4ccc5c(c4)OCO5)ccc3NC(=O)[C@H]12)C1CCCC1,-12.6%
COc1ccc(N=CN2c3ccccc3-n3cccc3C2CCc2ccccc2)cc1 (centres undefined),-10.4%
O=C(NCCCc1ccccc1)C1CN(c2ccccc2)C(=O)N1 (centres undefined),59.3%[activator][176 µM]
O=C(c1ccc(F)cc1Cl)N1CCC(Cc2nc(-c3ccc(F)cc3)no2)CC1,18.3%
CCc1noc(-c2ccn3c(CNC(=O)c4cccc(Cl)c4)nnc3c2)n1,33.6%
Cc1ccc(CC2CCOC3(CCN(C(=O)c4cccc(C#N)c4)CC3)C2)cc1 (centres undefined),59.9%[activator]
CN(Cc1cccn1C)[S+](=O)([O-])c1cccc(C(F)(F)F)c1,13.2%[176 µM]
CCCN(CC1CCOC1)S(=O)(=O)c1cn(C)cn1 (centres undefined),14.6%
CCNC(=O)[C@@H]1C[C@H](n2cc(CN(C)C(=O)OC)nn2)CN1,?
CCn1ccc(C(=O)N2CCC(Oc3ccccc3-c3nc(C4CCOCC4)no3)C2)n1 (centres undefined),34.3%
COc1ccccc1-c1ccnc(-n2ncc(C(=O)N3CCCCC3c3cccnc3)c2C)n1 (centres undefined),5.4%
CC(C)N1C[C@H](C(=O)NCCc2ccccc2)[C@H](C(=O)O)C1,61.3%[activator]
COc1ccc(NC(=O)N2C[C@@H]3C[C@H](C2)c2ccc(NC(=O)Nc4ccccc4)c(=O)n2C3)cc1,-17.9%
CCOC(=O)c1ccccc1NC(=O)CN1C(=O)NC2(CCOCC2)C1=O,?
O=C(CC(F)(F)F)N1CCC(N2C(=O)C(O)C23CCCCC3)CC1 (centres undefined),55.7%[activator]
COCCC(=O)N1CCC2(CC1)CC(N(C(=O)c1ccccc1)C1CC1)CCO2 (centres undefined),50.6%
CNC(=O)[C@@H]1C[C@H](Oc2cccnc2)CN1C(=O)CC1CCCC1,57.9%[activator]
Cc1cn2nc(C(=O)N3CCC(NC(=O)c4ccc(C)c(C)c4)CC3)cc2c(=O)[nH]1,-11.0%
CCn1ncc(N2CCCC(CC(=O)NCc3cccc(Cl)c3)C2)cc1=O (centres undefined),52.4%
COC[C@@H]1CN(S(=O)(=O)c2cccnc2)C[C@H]1c1ccncc1,47.4%[activator]
CCOc1cccc(CNC(=O)c2c(OCC3CC3)cc(=O)n3c2CCCCC3)c1,20.2%
O=C([C@@H]1C[C@H](Oc2ccccc2)CN1C(=O)CC1CCCC1)N1CCCC1,22.3%
N#Cc1cccc(C(=O)N2CCC(Cc3nc(-c4ccncc4)n[nH]3)C2)c1 (centres undefined),3.8%
O=C(c1ccc2ncccc2c1)N1CCOC(c2ccc(Cl)c(Cl)c2)C1 (centres undefined),6.9%
COC(=O)[C@H](NC(=O)[C@@H]1C[C@H](NC(=O)Nc2cccc(SC)c2)CN1C(=O)CSC)C(C)C,19.7%
CCCCOCC1CN(Cc2ccccc2OC)S(=O)(=O)c2cc(Cl)ccc2O1 (centres undefined),?
O=C(NCC1CC1)c1cn(C2CN(S(=O)(=O)c3cccc(F)c3)C2)nn1,8.1%
COCCNC(=O)CCCN1C(=O)COc2ccc(C(=O)COc3ccc(Cl)c(C)c3)cc21,43.1%
O=C(O)CCC(=O)N1Cc2ccccc2CC2(CCN(CC3CCNC3)C2)C1 (centres undefined),-17.2%[6.33 µM]
CN(C)C(C(=O)N1CCC(C(=O)N2CCCC2)CC1)c1cccc(F)c1 (centres undefined),39.3%
O=S1(=O)N[C@@H](Cc2ccccc2)COc2cc(N3CCOCC3)ccc21,?
COc1ccc2c(c1)-c1nc(-n3ncc(C(=O)N(C)CC4CCCN(C)C4)c3C)ncc1CC2 (centres undefined),14.9%
CCCCOCCCNC(=O)C[C@H]1C[C@@]2(C(=O)OC)C(=C[C@H](COCc3ccccc3)O[C@@H]2C)N(Cc2ccc3c(c2)OCO3)C1=O,-17.4%
CN(Cc1cccnc1)c1nc2c(c(=O)[nH]1)CCN(Cc1cc(F)ccc1F)CC2,10.3%
O=C(Nc1ccccc1F)N1CCCCCC1CN1CCCC1 (centres undefined),32.1%[activator]
FC(F)(F)c1ccc(CN2CCCC3(CC(c4ccccn4)=NO3)C2)cc1 (centres undefined),0.5%[6.33 µM]
CC(C)(Oc1nn(CCOc2ccccc2)c2ccccc12)C(=O)NCC1CCOCC1,4.7%[176 µM]
COc1ccc(NC(=O)O[C@@H]2CC[C@]3(C)C(CC[C@@H](O)[C@H]3CC(=O)NCc3ccccc3)[C@]2(C)CO)cc1 (some centres undefined),2.1%
CCN1CC(C(=O)NCc2cccc(OCc3ccccc3)c2)CC1=O (centres undefined),13.8%
CCCN(CC1CC1)C(=O)CCC1CCCN(S(=O)(=O)c2ccc(C)cc2)C1 (centres undefined),8.7%
CCc1cc(=O)n(CC(=O)Nc2cc(C)cc(C)c2)c(N2CCOCC2)n1,0.9%
# Later entries.
SMILES,12-LOX inh
COCC1CN(C)CC12CCN(C(=O)CN1CCCCCC1)CC2 (centres undefined),36.4%[activator]
CCCCN1CCN(C(=O)c2cc(NC(=O)C3CCC3)cc3nc(C)ccc23)CC1,115.5%[activator]
CC(C)CCN1CCC(N2CCN(C(=O)c3ccccc3F)CC2)C1=O (centres undefined),41.3%
CC(=O)Nc1cccc(CN2CCC(N3CCCNC3=O)CC2)c1,10.6%[176 µM]
O=c1n(-c2ccncc2)nc2n1CCN([S+](=O)([O-])c1cccs1)C2,57.9%[activator]
CC(C)CCn1c(CN2CCN(C(C)C)C(CCO)C2)nc2ccccc21 (centres undefined),103.1%[activator]
O=C(CCn1ccn2nc3c(c2c1=O)CCCC3)N1CCC(Cc2ccccc2)CC1,1.3%
Cc1ccc(-c2noc(-c3nc(C4CC4)no3)n2)cc1,18.2%
Cn1nnc(-c2ccc(C(=O)NC3CCC(n4cnnc4)CC3)cc2)n1 (centres undefined),22.1%
CC(=O)NC1CC(c2cc(NCCCOC3CCN(C)CC3)ncn2)C1 (centres undefined),-7.4%
N#Cc1ccccc1CN1CCNc2nc(COc3ccccc3)n(Cc3ccccc3)c2C1=O,43.3%[activator]
O=C1CC2CCCC(C1)N2C(=O)C1CCCC1,29.4%[176 µM]
COc1cccc(CN2Cc3cc(NC(=O)CC(C)(C)C)ccc3OC(C)C2=O)c1OC (centres undefined),41.9%[activator]
COC(=O)C1=CN(CC(=O)Nc2cccc(Cl)c2)S(=O)(=O)N=C1C,-0.6%
Cc1nc2c(s1)C[C@]1(C)CCC([C@H](C)C(=O)N3CCOCC3)[C@H](O)[C@H]1[C@@H]2C (some centres undefined),-18.9%[176 µM]
Cc1ccc(CNC(=O)N(C)CC2CCOC2)cc1 (centres undefined),24.8%
CCCNc1cc(N2CCC(CCC(=O)Nc3cc(C)ccc3OC)CC2)ncn1,26.6%
COc1cccc(NC(=O)Cn2c(-c3ccccc3)nc(C)cc2=O)c1,19.3%
N#CC1CCN(C(=O)c2cc(Br)cn3ccnc23)CC1,26.7%&3.2%[176 µM]
Cc1noc(C)c1S(=O)(=O)N(C)C1CCCc2ccccc21 (centres undefined),65.6%[activator][176 µM]
Cc1ccc(S(=O)(=O)N2CCC(OC3CCN(Cc4ccccc4)CC3)CC2)c(C)c1,?
COc1ccc(CNC(=O)N2CCC3(CC2)CC(N(C)Cc2ccccc2)CCO3)cc1 (centres undefined),30.6%
CCOc1ccc(CN2CCC3(Cc4ccccc4CNC3=O)C2)cc1 (centres undefined),-0.7%[6.33 µM]
O=C(NCc1ccccc1Cl)C1CCN(C(=O)c2ncn3c2COC(c2ccccc2)C3)CC1 (centres undefined),52.3%[activator]

# Another view of 7 compounds above:
12-LOX inh | Structure
26.6% | CCCNc1cc(N2CCC(CCC(=O)Nc3cc(C)ccc3OC)CC2)ncn1
19.3% | COc1cccc(NC(=O)Cn2c(-c3ccccc3)nc(C)cc2=O)c1
26.7%&3.2%[176 µM] | N#CC1CCN(C(=O)c2cc(Br)cn3ccnc23)CC1
65.6%[activator][176 µM] | Cc1noc(C)c1S(=O)(=O)N(C)C1CCCc2ccccc21 (centres undefined)
? | Cc1ccc(S(=O)(=O)N2CCC(OC3CCN(Cc4ccccc4)CC3)CC2)c(C)c1
30.6% | COc1ccc(CNC(=O)N2CCC3(CC2)CC(N(C)Cc2ccccc2)CCO3)cc1 (centres undefined)
-0.7%[6.33 µM] | CCOc1ccc(CN2CCC3(Cc4ccccc4CNC3=O)C2)cc1 (centres undefined)

# New compounds follow
SMILES,12-LOX inh
c1ccc(-c2noc(-c3nc(C4CC4)no3)n2)cc1,-3.7%
Cc1ccc(C(=O)N2CCC3(CC2)CNC(=O)c2ccccc2O3)cc1,49.6%[activator]
O=C(C1CC1)N1CCC2(CC1)CCN(CCc1ccccc1)c1ccccc1O2,?
C#CCCN([C@@H](CC(C)C)C(=O)OC)S(=O)(=O)c1ccc(F)cc1Br,7.1%
O=C(Nc1ccccc1Cl)N1CC(c2nnc(-c3ccncc3)o2)C2(CCOCC2)C1 (centres undefined),30.9%[activator]
CN1C(=O)CC(C(=O)O)C12CCN(C(=O)NCCc1ccccc1F)CC2 (centres undefined),4.7%
Cc1nc2n(c1C(=O)NCC1CC1)CCC(Nc1ccc(F)cc1)C2 (centres undefined),53.0%[activator][176 µM]
CC1CCN(C(=O)CN2C(=O)NC3(CCC(C(C)(C)C)CC3)C2=O)CC1 (centres undefined),25.1%
Cn1nccc1C(=O)NC1CCCN(c2cc(-c3ccc(F)cc3)[nH]n2)C1 (centres undefined),28.0%
Cc1nn(-c2ccccn2)c(C)c1[C@@H]1C=C[C@@H](NC(=O)CC(C)(C)CC(=O)O)C1,8.7%[176 µM]
COc1ccc(CN2C[C@@H](F)[C@@H](OCc3nc4ccccc4o3)C2)cn1,70.7%[activator][176 µM]
COc1ccccc1OCc1cc(C(=O)N(C)CC2Cc3ccccc3O2)n[nH]1 (centres undefined),25.8%
CC(NC(=O)CCc1conc1-c1ccccc1)c1ccc(F)cc1 (centres undefined),48.7%[activator]
COc1ccc2[nH]c3c(c2c1)CCN(C)C31CCN(C(=O)c2ccc3ncccc3c2)CC1,12.5%
O=C(Nc1cccc(-c2nnc3n2CCCC3)c1)c1ccncc1,52.0%[activator]
Cc1cc(C(=O)N2CCCCCCNC(=O)[C@@H]3CCC[C@@H]32)nn1C,11.0%
CCS[C@H]1CCN2C(=O)c3cc(-c4ccc(F)cc4F)ccc3NC(=O)[C@H]12,44.7µM*
CCN(C(=O)CN1C(=O)NC(c2ccccc2Cl)C2=C1COC2=O)c1cccc(C)c1 (centres undefined),3.3%
Cc1nn2c(c1-c1ccccc1-c1ccccc1)N(C(=O)COc1ccccc1)CCC2,9.8%[176 µM]
Cn1ccc(NC(=O)c2ccc3c(c2)NC(C)(CCCCc2ccccc2)CO3)n1 (centres undefined),-11.6%[176 µM]
O=C(Nc1ccc(F)cc1F)N1CCOC[C@H](Oc2ccc(C(F)(F)F)cc2)C1,36.3%[activator][176 µM]
CN(CC1CCOCC1)C(=O)Nc1ccccc1Cl,44.0%[activator]
O=C(NC[C@H]1OC[C@@H](NC2CCOCC2)[C@@H]1O)c1cccs1,0.2%[176 µM]

# Laid out differently: five of the compounds above
SMILES | 12-LOX inh
C[C@@H]1CN(c2ccc(C#N)cn2)C[C@@]1(O)C1CC1 | 35.9%[activator]
O=C(N[C@H]1CCN2C(=O)c3cc(-c4ccc5c(c4)OCO5)ccc3NC(=O)[C@H]12)C1CCCC1 | -12.6%
COc1ccc(N=CN2c3ccccc3-n3cccc3C2CCc2ccccc2)cc1 (centres undefined) | -10.4%
O=C(NCCCc1ccccc1)C1CN(c2ccccc2)C(=O)N1 (centres undefined) | 59.3%[activator][176 µM]
O=C(c1ccc(F)cc1Cl)N1CCC(Cc2nc(-c3ccc(F)cc3)no2)CC1 | 18.3%

# Screens from PubChem.
